# Tn7 DDE FP = disrupts Tn7 cyclic peptide binding to fibrin D-Dimer-E complex; inhibition, % at 8.3 µM; AID 720508; P02675; FP displacement of FITC-Tn7 peptide from fibrin DD(E); 0% = median of compound wells per plate; 0.13% of 370,000 active;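 active = inhibition above the mean of compounds falling within the control limits plus 3 SD of them, cut at about 14% in these data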;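 also: 0% = plate median of compound wells and 100% = 10 µM Aha-Tn7 peptide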
#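 Measure: % inhibition scaled between sample-field median and high-control FP; Test system: human fibrin DD(E); Quantity: 2 µM final DD(E) protein; Doses: one dose, 8.3 µM nominal; Schedule: compound with protein 10 min, then 3 h after probe, room temperature; Detection: fluorescence polarization; Medium: Tris buffer with calcium and detergent, pH 7.8.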
# PRMT1 inh = blocks human protein arginine methyltransferase 1; recombinant PRMT1, activity-based probe fluorescence polarization; AID 652257; Q99873; inhibition, % at 2.79 µM; 1.3% of 370,000 active;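 active = inhibition above about 21% made by adding two undisclosed values, limit read from the data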
# Target sequence (Q99873 whole entry, looked up): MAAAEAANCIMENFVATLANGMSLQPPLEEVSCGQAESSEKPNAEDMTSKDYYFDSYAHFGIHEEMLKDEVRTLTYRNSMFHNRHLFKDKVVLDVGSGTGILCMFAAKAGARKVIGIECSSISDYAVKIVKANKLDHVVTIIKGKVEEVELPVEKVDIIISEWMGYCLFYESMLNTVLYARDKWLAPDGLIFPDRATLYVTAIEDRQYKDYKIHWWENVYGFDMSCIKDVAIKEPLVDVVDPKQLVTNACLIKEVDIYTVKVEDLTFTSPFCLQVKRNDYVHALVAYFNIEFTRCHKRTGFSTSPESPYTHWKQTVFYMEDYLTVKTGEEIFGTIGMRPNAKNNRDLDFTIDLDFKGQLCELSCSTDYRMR
# LEDGF integ inh = blocks HIV-1 LEDGF/p75-dependent DNA integration. TR-FRET IN-LEDGF/p75 DNA integration, Eu/Cy5. inhibition, % at 3.7 µM. 0.64% of 370,000 active. AID 743269;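 active = inhibition above the screen-wide mean plus 3 SD, cut at about 13% in these data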;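 also: signal is the Cy5 over europium emission ratio at 671 and 618 nm; 0% = plate median of compound wells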
# MBD2 inh = MBD2-methylated oligo binding inhibition. TR-FRET, MBD2 binding to methylated oligonucleotide. Q9UBB5. inhibition, % at 4.4 µM. 0.31% of 370,000 active. AID 686964; in the data active = inhibition above about 13%
# TCR CD3 inh = blocks the human TCR-CD3 interaction; TAMRA-labeled TCR probe fluorescence, biochemical; inhibition, % at 9.4 µM; 0.37% of 360,000 active; AID 651800; in the data active = inhibition above about 19%;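 also: recombinant mutant TCR 2C K166C tagged with TAMRA read by polarization; 0% = receptor in buffer alone and 100% = receptor with positive control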
# proKLK7 act = proKLK7 (human) activation, primary screen; AID 652039; P49862; purified proKLK7, EDANS-DABCYL substrate fluorescence; 100% is mature enzyme control, 0% vehicle; 0.9% of 370,000 active; activation, % at 7 µM;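 active = activation above the mean of all tested compounds plus 3 SD, computed per campaign excluding outliers beyond control limits, cut at about 13% in these data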
# SIAE inh = human SIAE inhibition, primary screen | Q9HAT2 | inhibition, % at 9.66 µM | AID 1053197 | SIAE FP-Rh probe binding, fluorescence polarization | 0.69% of 370,000 active;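 active = inhibition above a cutoff: mean of compounds within the control limits plus 3 SD of those, cut at about 17% in these data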;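 also: 0% = plate median of compound wells and 100% = probe without SIAE protein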
# Tn6 DDE FP = inhibitors of Tn6 peptide binding to human fibrin DD(E); inhibition, % at 8.3 µM; Fibrin DD(E) TRITC-Tn6 fluorescence polarization displacement; AID 720509; 0.21% of 370,000 active; P02675;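 active = inhibition above a per-campaign cutoff: mean of compounds within control limits plus 3 SD, cut at about 15% in these data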;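 also: 0% = median of all compound wells on the plate and 100% = blocking peptide control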
# UHRF1 binding = human UHRF1 methylated DNA binding inhibitors | Q96T88 | UHRF1 binding to methylated oligo, TR-FRET | inhibition, % at 4.4 µM | 0.75% of 370,000 active; in the data active = inhibition above about 21%;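 also: UHRF1 SRA domain binding a hemimethylated CpG hairpin DNA probe; 0% = median of test compound wells and 100% = reference inhibitor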
# TDP2 inh = blocks human TDP2 phosphodiesterase activity; inhibition, % at 12.8 µM; AID 720702; recombinant TDP2, T5PNP hydrolysis, p-nitrophenol absorbance 415 nm; 0.34% of 370,000 active;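 active = inhibition above the mean of all tested compounds plus 3 SD, set per campaign, cut at about 25% in these data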;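 also: 0% = DMSO with enzyme and 100% = buffer with substrate but no TDP2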
# Target sequence (O95551 whole entry, looked up): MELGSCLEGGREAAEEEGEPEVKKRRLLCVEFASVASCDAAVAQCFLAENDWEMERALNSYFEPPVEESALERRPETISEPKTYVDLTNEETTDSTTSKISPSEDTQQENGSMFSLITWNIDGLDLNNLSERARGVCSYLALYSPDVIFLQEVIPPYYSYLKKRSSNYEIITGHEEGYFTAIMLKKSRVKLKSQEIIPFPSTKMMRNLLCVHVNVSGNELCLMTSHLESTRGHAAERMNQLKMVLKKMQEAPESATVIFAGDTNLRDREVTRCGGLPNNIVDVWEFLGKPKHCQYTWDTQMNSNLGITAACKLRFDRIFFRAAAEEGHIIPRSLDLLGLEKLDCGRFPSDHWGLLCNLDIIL
#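 test system = human TDP2 enzyme | input = TDP2 enzyme at 120 nM final | medium = 50 mM Tris-HCl pH 7.5 with Mg2+, KCl, DTT, BSA | also added = T5PNP substrate, 5 mM | times = 2 h at 37 °C | technique = epi absorbance | benchmarks = high control without enzyme, low control DMSO plus TDP2 | replication = each compound tested once, singlicate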
# Active calls of the source: *.
# The first nine compounds (preview)
# Short keys: A = Tn7 DDE FP; B = PRMT1 inh; C = LEDGF integ inh; D = MBD2 inh; E = TCR CD3 inh; F = proKLK7 act; G = SIAE inh; H = Tn6 DDE FP; I = UHRF1 binding; J = TDP2 inh
1) COCCN(C(=O)c1ccc(C)o1)c1c(N)n(CC(C)C)c(=O)[nH]c1=O
  A = -9 | B = 0 | C = 3 | D = -3 | E = 0 | F = -0.3 | G = -6 | H = -3 | I = 3 | J = 0

2) COC(=O)C1=C(O)C(C(=O)OC)C(c2ccc(C)cc2)C(C#N)(C#N)C1c1ccc(C)cc1 (centres undefined)
  A = 3 | B = -4 | C = 5 | D = 1 | E = 1 | F = 0.0 | G = 2 | H = 0 | I = -1 | J = 0

3) COc1ccc(C(O)c2ncc(-c3cccc(C(F)(F)F)c3)[nH]2)cc1 (centres undefined)
  A = 0 | B = -3 | C = -3 | D = -3 | E = 3 | F = -0.5 | G = -2 | H = 3 | I = 0 | J = 1

4) Cn1c(Cn2nnc3ccccc32)nnc1SCC(=O)N1c2ccccc2Sc2ccccc21
  A = 9 | B = -4 | C = -2 | D = -6 | E = 4 | F = -0.3 | G = 2 | H = 11 | I = -4 | J = -3

5) Cc1cc(C(=O)N/N=C/c2ccc([N+](=O)[O-])cc2)c(C)o1
  A = 8 | B = 0 | C = -6 | D = -2 | E = 8 | F = 0.2 | G = -6 | H = 1 | I = -4 | J = -8

6) Cc1cccc(NC(=O)c2cnn(-c3ccccc3)c2C)c1C
  A = 6 | B = 1 | C = -5 | D = 2 | E = 2 | F = -0.3 | G = -3 | H = -6 | I = 0 | J = -13

7) COc1ccc(CCNC(=O)C(C)Sc2ccccc2)cc1OC (centres undefined)
  A = 4 | B = 5 | C = -4 | D = 7 | E = -1 | F = -0.3 | G = -6 | H = -4 | I = 2 | J = -1

8) CCN(Cc1cnn(C)c1)Cc1nc(C2(c3ccc(C)cc3)CCCC2)no1
  A = 4 | B = -1 | C = -2 | D = 1 | E = -3 | F = 0.7 | G = -1 | H = 4 | I = 0 | J = 1

9) O=C(COC(=O)c1cccc(Cl)c1)Nc1cc(S(=O)(=O)N2CCOCC2)ccc1N1CCOCC1
  A = -1 | B = 2 | C = -6 | D = 1 | E = -9 | F = 0.7 | G = -2 | H = -7 | I = 2 | J = 6

# Main list (from the top)
# Short keys: A = Tn7 DDE FP; B = PRMT1 inh; C = LEDGF integ inh; D = MBD2 inh; E = TCR CD3 inh; F = proKLK7 act; G = SIAE inh; H = Tn6 DDE FP; I = UHRF1 binding; J = TDP2 inh
1) COCCN(C(=O)c1ccc(C)o1)c1c(N)n(CC(C)C)c(=O)[nH]c1=O
  A = -9 | B = 0 | C = 3 | D = -3 | E = 0 | F = -0.3 | G = -6 | H = -3 | I = 3 | J = 0

2) COC(=O)C1=C(O)C(C(=O)OC)C(c2ccc(C)cc2)C(C#N)(C#N)C1c1ccc(C)cc1 (centres undefined)
  A = 3 | B = -4 | C = 5 | D = 1 | E = 1 | F = 0.0 | G = 2 | H = 0 | I = -1 | J = 0

3) COc1ccc(C(O)c2ncc(-c3cccc(C(F)(F)F)c3)[nH]2)cc1 (centres undefined)
  A = 0 | B = -3 | C = -3 | D = -3 | E = 3 | F = -0.5 | G = -2 | H = 3 | I = 0 | J = 1

4) Cn1c(Cn2nnc3ccccc32)nnc1SCC(=O)N1c2ccccc2Sc2ccccc21
  A = 9 | B = -4 | C = -2 | D = -6 | E = 4 | F = -0.3 | G = 2 | H = 11 | I = -4 | J = -3

5) Cc1cc(C(=O)N/N=C/c2ccc([N+](=O)[O-])cc2)c(C)o1
  A = 8 | B = 0 | C = -6 | D = -2 | E = 8 | F = 0.2 | G = -6 | H = 1 | I = -4 | J = -8

6) Cc1cccc(NC(=O)c2cnn(-c3ccccc3)c2C)c1C
  A = 6 | B = 1 | C = -5 | D = 2 | E = 2 | F = -0.3 | G = -3 | H = -6 | I = 0 | J = -13

7) COc1ccc(CCNC(=O)C(C)Sc2ccccc2)cc1OC (centres undefined)
  A = 4 | B = 5 | C = -4 | D = 7 | E = -1 | F = -0.3 | G = -6 | H = -4 | I = 2 | J = -1

8) CCN(Cc1cnn(C)c1)Cc1nc(C2(c3ccc(C)cc3)CCCC2)no1
  A = 4 | B = -1 | C = -2 | D = 1 | E = -3 | F = 0.7 | G = -1 | H = 4 | I = 0 | J = 1

9) O=C(COC(=O)c1cccc(Cl)c1)Nc1cc(S(=O)(=O)N2CCOCC2)ccc1N1CCOCC1
  A = -1 | B = 2 | C = -6 | D = 1 | E = -9 | F = 0.7 | G = -2 | H = -7 | I = 2 | J = 6

10) CC(=O)N1/C(=C/c2ccc(N(C)C)cc2)C(=O)c2ccccc21
  A = -3 | B = 1 | C = 1 | D = -14 | E = -4 | F = 1.0 | G = -19 | H = -3 | I = -10 | J = -12

11) COC(=O)C(NC(C)=O)(Nc1nc2c(s1)CCCC2)C(F)(F)F (centres undefined)
  A = -4 | B = 5 | C = 0 | D = -2 | E = 5 | F = 0.1 | G = 3 | H = -1 | I = 1 | J = -1

12) CCN(CC(=O)Nc1ccc(NC(C)=O)cc1)CC(=O)Nc1cccc2ccccc12
  A = 4 | B = 5 | C = -4 | D = 1 | E = -2 | F = -0.1 | G = 2 | H = 5 | I = 3 | J = 2

13) Cc1ccc(C(=O)/C=C/c2c(C)nn(-c3ccccc3)c2Cl)cc1
  A = -1 | B = 3 | C = 2 | D = -1 | E = -4 | F = -0.7 | G = -1 | H = -7 | I = -4 | J = -3

14) O=C1OCCC1Sc1nnc(-c2cccc(Br)c2)o1 (centres undefined)
  A = 0 | B = 0 | C = -3 | D = 2 | E = 4 | F = -0.2 | G = 5 | H = 11 | I = 3 | J = -10

15) CN(C)/C=C1/C(=O)N(c2ccc([N+](=O)[O-])cc2)N=C1c1ccccc1
  A = -2 | B = 0 | C = 0 | D = -1 | E = 6 | F = -0.2 | G = 6 | H = -2 | I = -5 | J = 13

16) COCc1cc(=O)n2[nH]cc(-c3ccsc3)c2n1
  A = -4 | B = 1 | C = -2 | D = 3 | E = -1 | F = -1.6 | G = 3 | H = 1 | I = -2 | J = 8

17) CC(C)COP(=O)(c1ccc(N(C)C)cc1)C(Nc1ccccc1)c1cccnc1 (centres undefined)
  A = 3 | B = 0 | C = -2 | D = 0 | E = 13 | F = 0.6 | G = 4 | H = 1 | I = -1 | J = -14

18) Cc1ccc(C)c(NC(=O)Cn2c(=O)n(-c3ccc(CC(=O)NCC4CCCO4)cc3)c(=O)c3ccccc32)c1 (centres undefined)
  A = -6 | B = 1 | C = -3 | D = 1 | E = -3 | F = 0.0 | G = 1 | H = -5 | I = 0 | J = 3

19) CC(c1ccco1)N(C(=O)c1ccc(C#N)cc1)c1ccccn1 (centres undefined)
  A = 1 | B = -3 | C = 3 | D = 1 | E = -5 | F = -0.4 | G = 6 | H = 9 | I = 0 | J = 4

20) COC(=O)c1ccc(/C=N/N2CCN(Cc3ccccc3Cl)CC2)cc1
  A = -5 | B = -3 | C = -2 | D = 2 | E = 1 | F = -0.2 | G = 2 | H = 3 | I = -1 | J = 7

21) O=[N+]([O-])c1cccc(-c2cn(-c3ccccc3)c(=S)[nH]2)c1
  A = 3 | B = 6 | C = -2 | D = -1 | E = 3 | F = 0.9 | G = 5 | H = 9 | I = -2 | J = 1

22) Cc1ccc(C)c(C(=O)COC(=O)c2nn(C)c(=O)c3ccccc23)c1
  A = 1 | B = 2 | C = -2 | D = 0 | E = 0 | F = -0.3 | G = -4 | H = 2 | I = 1 | J = -4

23) CCc1ccc(CNc2ccc3c(c2)ncn3C(C)(C)C)cc1
  A = 2 | B = 5 | C = 1 | D = 0 | E = -10 | F = 0.2 | G = 6 | H = 1 | I = 1 | J = -13

24) c1ccc(-c2cn(C[C@H]3CC[C@@H]([C@@H]4CC[C@H](Cn5cc(-c6ccccn6)nn5)O4)O3)nn2)nc1
  A = 6 | B = 1 | C = 0 | D = 2 | E = -4 | F = 0.0 | G = -4 | H = 3 | I = 1 | J = -6

25) COc1cccc(NC(=S)NNC(=O)Cn2nc(C(F)F)cc2C(F)F)c1
  A = -3 | B = -4 | C = -2 | D = -3 | E = 7 | F = 0.0 | G = 3 | H = 5 | I = -3 | J = -1
